Screening results (PubChem)
RGS4-Gao reg: modulators of RGS4 binding to Galphao, primary screen, biochemical, multiplexed bead flow cytometry. Guanine nucleotide-binding protein G(o) subunit alpha (Homo sapiens), P09471. actives lie on both sides. binding response (% of control), % at 10 µM. 0.33% of 220,000 active. AID 1415, 2008; in the data active means binding response below about 49% or above about 150%; inactive means in between;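 further: fluorescent Galphao activated with aluminum fluoride binding bead-coupled RGS4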
Target sequence (P09471 whole entry, looked up): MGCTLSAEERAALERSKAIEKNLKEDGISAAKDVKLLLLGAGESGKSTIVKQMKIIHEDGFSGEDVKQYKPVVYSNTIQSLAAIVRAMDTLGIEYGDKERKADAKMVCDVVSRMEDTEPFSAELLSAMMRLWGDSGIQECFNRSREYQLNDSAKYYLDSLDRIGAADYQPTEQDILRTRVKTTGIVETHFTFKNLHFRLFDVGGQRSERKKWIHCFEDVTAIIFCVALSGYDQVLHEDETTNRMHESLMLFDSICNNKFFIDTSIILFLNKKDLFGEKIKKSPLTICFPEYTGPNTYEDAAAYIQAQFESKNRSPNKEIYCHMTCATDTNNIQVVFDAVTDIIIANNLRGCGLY
Bcl-B Bim block: inhibitors of Bim-Bcl-B binding, primary screen, biochemical, multiplexed, human Bcl-2 family | bead-based flow cytometry, Bim peptide-Bcl-B binding | inhibition, % at 10 µM | AID 951, 2007 | 0.073% of 190,000 active | Bcl-2-like protein 10 (Homo sapiens), Q9HD36;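 further: 0% = tracer peptide without compound and 100% = reference inhibitor peptide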
Target sequence (Q9HD36 whole entry, looked up): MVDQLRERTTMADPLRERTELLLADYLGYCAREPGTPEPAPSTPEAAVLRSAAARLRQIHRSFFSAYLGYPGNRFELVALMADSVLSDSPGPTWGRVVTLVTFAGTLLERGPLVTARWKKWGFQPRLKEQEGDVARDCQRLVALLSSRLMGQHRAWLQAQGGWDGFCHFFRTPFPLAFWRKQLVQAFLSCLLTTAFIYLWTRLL
ABCB1 inh: ABCB1 efflux pump inhibitors, primary screen, cell-based, multiplex, flow cytometry, ABCG2 counter-screen; ATP-dependent translocase ABCB1 (Homo sapiens), P08183; CCRF-Adr cells, JC-1 efflux; inhibition, % at 6.6 µM; 0.067% of 190,000 active; AID 1326, 2008; in the data active means inhibition above about 40%;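 further: 0% = vehicle and 100% = reference inhibitor; higher value means more JC-1 retained so stronger ABCB1 efflux block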
RGS7-Gao: RGS7-Galphao binding modulators, primary screen, biochemical, multiplexed bead flow cytometry; Guanine nucleotide-binding protein G(o) subunit alpha (Homo sapiens), P09471; actives lie on both sides; binding response (% of control), % at 10 µM; 0.35% of 220,000 active; AID 1439, 2008; in the data active means binding response below about 49% or above about 150%; inconclusive means no clear call, values can overlap the other calls; inactive means in between;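 further: fluorescent Galphao held in activated GDP-AlF4 state binding bead-coupled RGS7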
ABCG2 inh: ABCG2 efflux pump inhibitors, primary screen, multiplex with ABCB1, IgMXP3 cells, flow cytometry. Broad substrate specificity ATP-binding cassette transporter ABCG2 (Homo sapiens), Q9UNQ0. JC-1 efflux. inhibition, % at 6.6 µM. 0.1% of 190,000 active. AID 1325, 2008;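 active means inhibition above 80%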;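 further: 0% = DMSO and 100% = nicardipine control wells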
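test system = two drug-resistant human cell lines, ABCG2 and ABCB1 | amount = 3 million cells/mL final, two lines in 1:1 ratio | reagent = JC-1 transporter substrate | doses = one concentration, 6.6 µM final | incubation = 10 min at 25 °C | signal = flow cytometric JC-1 green MFI at 530 nm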
Bim-Bcl-W: inhibitors of Bim binding to Bcl-W, primary screen, biochemical, multiplexed, bead-based flow cytometry. inhibition, % at 10 µM. Bim peptide-Bcl-W binding. 0.02% of 190,000 active. Bcl-2-like protein 2 (Homo sapiens), Q92843;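 further: 0% = bound tracer without compound and 100% = peptide blocker; higher means less fluorescent Bim peptide bound to Bcl-W beads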
Bim-Bcl-XL: inhibitors of Bim-Bcl-XL binding, primary screen, biochemical, multiplexed, bead flow cytometry, human Bcl-XL. Bim peptide-Bcl-XL binding, fluorescence. inhibition, % at 10 µM. 0.04% of 190,000 active. AID 1007, 2008
Target sequence (Q07817 whole entry, looked up): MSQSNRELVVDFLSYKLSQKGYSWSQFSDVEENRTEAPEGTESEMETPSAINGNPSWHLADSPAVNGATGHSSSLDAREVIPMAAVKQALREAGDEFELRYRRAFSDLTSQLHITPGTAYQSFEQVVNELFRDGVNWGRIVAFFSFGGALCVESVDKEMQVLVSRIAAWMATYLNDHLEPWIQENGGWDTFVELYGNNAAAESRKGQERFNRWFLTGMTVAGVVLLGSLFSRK
Bfl-1 Bim block: inhibitors of Bim binding to Bfl-1, primary screen, biochemical, multiplexed, bead-based flow cytometry; Bcl-2-related protein A1 (Homo sapiens), Q16548; Bim-Bfl-1 binding inhibition; inhibition, % at 10 µM; 0.12% of 190,000 active;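 further: 0% = wells without compound plus tracer and 100% = blocker peptide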
GSH fluor: compound fluorescence on glutathione beads, profiling panel, artefact control, biophysical, 488/530 nm, flow cytometry. AID 1776, 2009. 0.25% of 190,000 active. fluorescence (KMESF) at 10 µM. GSH beads flow cytometry, compound fluorescence 488/530 nm; active compounds read high; in the data active means fluorescence above about 89;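 further: glutathione beads carrying GST-tagged Bcl family fusion proteins plus one bare bead set; values are compound well signal with DMSO vehicle wells as background; inactives centre near 16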
Bcl-2 Bim block: inhibitors of Bim-Bcl-2 binding, primary screen, biochemical, multiplexed, human Bcl-2 family | Apoptosis regulator Bcl-2 (Homo sapiens), P10415 | Bead-based flow cytometry, Bim peptide-Bcl-2 binding | inhibition, % at 10 µM | 0.06% of 190,000 active | AID 950, 2007; in the data active means inhibition above about 40%; inconclusive means no clear call, values can overlap the other calls;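 further: 0% = no compound wells with probe peptide and 100% = reference peptide inhibitor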
Target sequence (P10415 whole entry, looked up): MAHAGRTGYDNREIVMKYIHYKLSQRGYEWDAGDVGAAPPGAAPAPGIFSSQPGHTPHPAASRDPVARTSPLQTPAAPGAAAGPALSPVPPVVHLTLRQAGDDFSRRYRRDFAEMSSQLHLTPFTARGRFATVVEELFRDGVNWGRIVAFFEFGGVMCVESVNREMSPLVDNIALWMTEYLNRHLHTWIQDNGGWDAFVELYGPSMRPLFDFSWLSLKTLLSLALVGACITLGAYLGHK
RGS8-Gao reg: RGS8-Galphao binding modulators, primary screen, biochemical, multiplexed bead flow cytometry; 0.34% of 220,000 active; response (percent of control binding), % at 10 µM; actives lie on both sides; in the data active means response below about 60% or above about 140%; inactive means in between;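 further: Galphao activated as the GDP aluminium fluoride complex binding bead-coupled RGS8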
* hit, by the source's call; ? = inconclusive. Unless noted, no stated cut-off is given here; in the data, active means inhibition above about 40%.

structure | RGS8-Gao reg | ABCB1 inh | ABCG2 inh | RGS4-Gao reg | Bcl-B Bim block | Bfl-1 Bim block | Bim-Bcl-W | GSH fluor | Bim-Bcl-XL | RGS7-Gao | Bcl-2 Bim block
CC(C)NCC(O)COCCOc1ccc(C(C)(C)C)cc1 (configuration not stated) | 103 | 0.2 | -12 | 100 | -13 | -9 | -8 | 12 | -11 | 104 | -8
COc1cc(NCCCCCCCN)c2ncccc2c1 | 84 | 1.1 | 2 | 102 | 71* | 36 | 48* | 1 | 49* | 102 | 51*
CC1(C)Cc2c(sc3nc(N/N=C/c4ccccc4)[nH]c(=O)c23)CO1 | 102 | -3.5 | -1 | 105 | -1 | -1 | 1 | 22 | 0 | 100 | 0
CCN(CC(=O)Nc1cccc(OC)c1)CC(=O)Nc1ccc(C)cc1Cl | 105 | 1.2 | 7 | 103 | -4 | -9 | -1 | 12 | 0 | 105 | -3
CCOc1ccc(C(CC(=O)O)NC(=O)C(Sc2ccccc2)c2ccccc2)cc1 (configuration not stated) | 97 | 0.7 | 2 | 98 | 0 | -4 | -1 | 11 | -4 | 99 | -7
CCCC(=O)N(c1ccc2oc(=O)sc2c1)S(=O)(=O)c1ccccc1 | 89 | 0.0 | 0 | 89 | -15 | -1 | -4 | 26 | -5 | 106 | -9
COc1ccc(Cn2ccnc2CO)cc1[N+](=O)[O-] | 98 | 0.1 | 1 | 101 | 7 | -1 | 2 | 10 | -2 | 101 | -1
Cc1cc(NS(=O)(=O)c2ccc(NC(=S)NCc3ccccc3)cc2)no1 | 98 | 0.2 | 0 | 100 | -5 | -6 | -3 | 15 | 0 | 103 | -6
O=C(O)c1cc(-c2ccccc2)n(-c2ccccc2)n1 | 98 | 0.7 | 2 | 95 | -3 | -2 | -3 | 27 | 1 | 95 | 2
CC(C)(C)c1ccc(C(=O)O)c(C(=O)c2ccccc2)c1 | 100 | 0.3 | 0 | 97 | -1 | -5 | -1 | 18 | -1 | 99 | -6
N#CCC(=O)c1ccccc1Oc1ccc(Cl)cc1 | 102 | -3.0 | -8 | 102 | 0 | -6 | 1 | 10 | -2 | ? | -2
CCO[C@@H]1OC(C(=O)NCc2ccccc2)=C[C@H](c2ccc3c(c2)OCO3)[C@H]1CCCO | 99 | 1.3 | 5 | 93 | -7 | -4 | -1 | 20 | 0 | 96 | -5
O=C(COc1ccccc1Cl)c1ccc[nH]1 | 100 | 1.1 | 14 | 91 | -5 | 3 | 2 | 12 | 0 | 98 | 0
Cn1c(C(=O)N2COCC2(C)C)cc2c(=O)n3ccccc3nc21 | 100 | 0.5 | 3 | 102 | -4 | -1 | 0 | 13 | -3 | 102 | -3
CC(C)c1ccc(C(=O)NCCCN2CCN(CCCNC(=O)c3ccc(C(C)C)cc3)CC2)cc1 | 106 | 3.5 | -1 | 104 | -5 | -1 | -4 | 9 | -3 | 105 | -2
O=S(=O)(NCc1ccccc1)c1ccc(S(=O)(=O)N(Cc2ccccn2)Cc2ccco2)cc1 | 101 | 0.1 | 0 | 95 | -1 | -2 | -4 | 29 | 1 | 94 | -4
Cc1cccc(NC(=S)N2CCC(C(=O)c3ccc(F)cc3)CC2)c1C | 117 | 0.2 | 1 | 105 | -6 | -2 | -5 | 26 | 0 | 104 | 0
Cc1cccc(NC(=O)c2cc3n(n2)C(C(F)(F)F)CC(c2ccc4c(c2)OCO4)N3)c1 (configuration not stated) | 93 | 0.1 | 1 | 86 | 0 | -1 | 0 | 6 | -1 | 91 | 0
Cc1nc(C#N)c(N/N=C/c2cccc(Cl)c2)o1 | 103 | 0.1 | 14 | 104 | -7 | -1 | 0 | 16 | -3 | 101 | 0
O=C(Nc1ccccc1)c1ccc2ccccc2n1 | 107 | 0.5 | 13 | 103 | -2 | -5 | -2 | 8 | -2 | 102 | 0
O=C(Cn1c(=O)n(CCCCC(=O)NC2CCCC2)c(=O)c2ccccc21)NCCC1=CCCCC1 | 92 | 0.0 | 1 | 90 | 0 | 3 | 0 | 7 | -1 | 92 | 5
COC1=Cc2c(ccc3ccc(=O)oc23)OC1(C)C | 99 | 0.3 | 1 | 102 | -2 | -2 | -3 | 23 | -2 | 100 | -3
COC(=O)c1cc(-c2c(C)nn(-c3ccccc3)c2C)n[nH]1 | 98 | 0.8 | 9 | 96 | -13 | -15 | -4 | 38 | -8 | 94 | -13
Cc1cccc(-n2[nH]c(C)c(C=Nc3ccc4[nH]c(=O)[nH]c4c3)c2=O)c1 | 99 | -0.9 | -6 | 101 | -7 | -13 | -4 | 8 | -6 | 100 | -8
Cc1nn2c(N3CCN(C4CCCC4)CC3)cc(C(C)(C)C)nc2c1-c1ccccc1 | 102 | 1.0 | 6 | 105 | -9 | -11 | -2 | 33 | -3 | 101 | -13
CCOC(=O)c1cnn(-c2ccc(F)cc2)c1N | 93 | 0.1 | 1 | 94 | 0 | 3 | -3 | 17 | 0 | 95 | 0
COc1ccc2c(c1)c(=O)oc1cc3occ(C(C)(C)C)c3cc12 | 100 | 0.0 | 1 | 99 | -6 | -6 | 0 | 10 | -1 | 99 | -6
Nc1nc(CSc2ncccn2)nc(Nc2ccccc2)n1 | 99 | 0.2 | 3 | 99 | -3 | -5 | -2 | 17 | -2 | 98 | -5
CCc1ccc(CN2C(=O)c3ccccc3C2C(=O)NCc2cccnc2)cc1 (configuration not stated) | 101 | 1.2 | 4 | 97 | 0 | 0 | 0 | 65 | -1 | 100 | 0
COc1cccc(CC(=S)N2CCOCC2)c1 | 99 | 0.3 | 3 | 102 | -11 | -11 | -6 | 11 | -7 | 101 | -9

Complete entries, quoted from the list.
CCOC(=O)c1cnn(-c2ccc(F)cc2)c1N is entered as RGS8-Gao reg = 93; ABCB1 inh = 0.1; ABCG2 inh = 1; RGS4-Gao reg = 94; Bcl-B Bim block = 0; Bfl-1 Bim block = 3; Bim-Bcl-W = -3; GSH fluor = 17; Bim-Bcl-XL = 0; RGS7-Gao = 95; Bcl-2 Bim block = 0
COc1cccc(CC(=S)N2CCOCC2)c1 is entered as RGS8-Gao reg = 99; ABCB1 inh = 0.3; ABCG2 inh = 3; RGS4-Gao reg = 102; Bcl-B Bim block = -11; Bfl-1 Bim block = -11; Bim-Bcl-W = -6; GSH fluor = 11; Bim-Bcl-XL = -7; RGS7-Gao = 101; Bcl-2 Bim block = -9

Other structures:
structure | RGS8-Gao reg | ABCB1 inh | ABCG2 inh | RGS4-Gao reg | Bcl-B Bim block | Bfl-1 Bim block | Bim-Bcl-W | GSH fluor | Bim-Bcl-XL | RGS7-Gao | Bcl-2 Bim block
Cn1c2ccccc2c2ncn(CCC3=CCCCC3)c(=O)c21 | 104 | 0.6 | 3 | 109 | -6 | -5 | 5 | 19 | 0 | 107 | -1
COc1ccc2c(c1)CCc1c(C(=O)Nc3cc(C)n(Cc4ccc(Cl)cc4)n3)noc1-2 | 102 | 0.4 | 26 | 103 | -4 | -13 | -1 | 22 | -4 | 102 | -4
CCOC(=O)C1(CCOc2ccccc2)CCN(Cc2cnc(C)s2)CC1 | 96 | 1.7 | 3 | 96 | -3 | -5 | -4 | 16 | 0 | 89 | -4
CCOC(=O)c1ccc(N/C=C/C(=O)c2ccc(OC)cc2)cc1 | 100 | 0.0 | 1 | 97 | -5 | -12 | 5 | 7 | 1 | 98 | -6
COc1cc(C2NC(=O)CS2)cc(OC)c1OC (configuration not stated) | 100 | 3.3 | 25 | 101 | -4 | 0 | -1 | 19 | -3 | 101 | -1
COCc1cc(=O)[nH]c(/N=C(\N)Nc2cccc(Cl)c2)n1 | 104 | 0.7 | 3 | 101 | 1 | 0 | 3 | 11 | -1 | 101 | 3
COc1cc(O)oc1C=Nc1ccc(Cl)cc1 | 101 | 0.1 | 4 | 97 | 1 | -1 | 0 | 30 | 1 | 97 | -1
Cc1cc(NC(=O)c2cc(CC(C)C)on2)n(-c2ccccc2)n1 | 98 | 2.4 | 24 | 99 | -5 | -12 | -2 | 14 | -6 | 99 | -7
Clc1ccsc1-c1ccc2ccccc2n1 | 101 | 0.1 | 0 | 99 | -7 | -9 | 0 | 11 | -3 | 102 | -9
OCCCNC(=S)Nc1ccc(Oc2ccccc2)cc1 | 100 | -0.2 | 1 | 101 | -18 | 6 | 0 | 7 | -7 | 114 | 2
Cc1cccc(-c2c3c(=O)n(C)c(=O)n(C)c3cn2CCO)c1 | 104 | 1.1 | 3 | 106 | 0 | 1 | -1 | 10 | 0 | 102 | 1
O=c1c2ccccc2nnn1CCN1CCOCC1 | 97 | 0.0 | 1 | 96 | -3 | -5 | -2 | 18 | -5 | 98 | -2
COCC(=O)NC1CCN(CC(=O)Nc2ccccc2[N+](=O)[O-])CC1 | 86 | 0.6 | 1 | 97 | -6 | -12 | -2 | 18 | -6 | 76 | -5
Cc1ccc(S(=O)(=O)Nc2ccc3c(c2)nc(CN2CCCC2)n3C)cc1 | 104 | 0.0 | 33 | 101 | -8 | -13 | -5 | 34 | -7 | 102 | -7
CCc1nc(N2CCC(C)CC2)c2oc3ccccc3c2n1 | 100 | 1.2 | 3 | 99 | -4 | -10 | 4 | 61 | -15 | 100 | -5
Cc1ccccc1C(=O)NC1CCN(CC(=O)Nc2nccs2)CC1 | 100 | 0.9 | 2 | 100 | -5 | -11 | 2 | 31 | -3 | 99 | -9
O=C(Nc1ccc(-c2nc3ccccc3c(=O)o2)cc1)c1ccco1 | 111 | -0.3 | 2 | 106 | 7 | -1 | 3 | 9 | 1 | 104 | 0
COc1cccc(/C=N/NC(=O)CCc2ccccc2)c1 | 102 | -0.1 | 1 | 103 | -6 | -9 | 0 | 15 | -3 | 103 | -5
O=C1CC(c2ccccc2)CC(O)=C1C=Nc1ccc(O)cc1 (configuration not stated) | 102 | 0.2 | 8 | 102 | 1 | 2 | -3 | 13 | -4 | 103 | 4
Cc1ccc(S(=O)(=O)N2CCN(C(=O)c3ccccc3)CC2)cc1 | 102 | 0.7 | 2 | 105 | -1 | -3 | 1 | 13 | 0 | 102 | 2
COc1cc(/C=N/NC(=O)CCn2cnc(-c3ccccc3)c2-c2ccccc2)ccc1O | 101 | 0.0 | 24 | 100 | -4 | -3 | -2 | 10 | -4 | 98 | -1
Cc1ncc([N+](=O)[O-])n1CCOC(=O)Nc1ccc([N+](=O)[O-])cc1 | 101 | 0.0 | 17 | 104 | -12 | -9 | -5 | 11 | -7 | 103 | -8
CC(=O)C1=C(C)NC(SCC(=O)c2ccc(F)cc2)=C(C#N)C1CC(C)C (configuration not stated) | 98 | -2.0 | -11 | 102 | -22 | 5 | -4 | 23 | -10 | 106 | -1
